Screening results: PubChem, several laboratories
MRP reversal: reversal of MRP1-mediated doxorubicin resistance, primary screen, H69AR cells, doxorubicin co-treatment | H69AR cells + 2 uM doxorubicin, CellTiter-Glo, 72 h | differential viability (reversal), % at 10 µM | 85,000 compounds, 0.04% hits | AID 602, 2007;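 active = viability drop by adding the cancer drug above about 55%, with treated viability meeting a 40% cutoff, limit read from the data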;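 note: viability without doxorubicin minus viability with 2 µM doxorubicin for each compound; larger differential means the compound sensitizes cells more to doxorubicin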
PLAP inhibition: PLAP enzyme inhibitors, biochemical, luminescence, HTS (AID 690) | Alkaline phosphatase, placental type (Homo sapiens) | purified PLAP, luminescent substrate; higher % means a stronger effect | inhibition, % at 20 µM; hits with a dose series show IC50 in µM | 96,000 compounds, 0.08% hits; in the data active = a potency from the dose series; inactive = the rest, 99 in 100 with inhibition below about 30%; note: strong numbers were not always called active
NFkB transloc pot: enhancers of NFkB p65 translocation in HUVEC – imaging, IL-1B stimulus, high-content imaging, primary screen; HUVEC IL-1B NFkB p65 nuclear translocation imaging; activation, % at 2 µM; 94,000 compounds, 0.3% hits; AID 819, 2007;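 active = activation above 40%, about the mean plus 3 SD, also judged a hit on visual image review; inconclusive = activation above 40% but not a hit on visual review; inactive = activation not above 40% and no visual hit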;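 note: percent activation is computed from the nuclear over cytoplasmic p65 intensity ratio; values of inactives mirror those of a sister screen read the other way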
IL1B NFkB inh: inhibitors of IL-1B driven NFkB p65 nuclear import, primary screen, imaging, HUVEC, IL-1B stimulus, high-content imaging; HUVEC IL-1B NFkB p65 nuclear translocation imaging; inhibition, % at 2 µM; 94,000 compounds, 0.43% hits;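 active = inhibition above about 30% together with a positive call from visual inspection of the well image, limit read from the data; inconclusive = inhibition above a set limit but visual check negative; inactive = inhibition not above a set limit, visual check negative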;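 note: nuclear over cytoplasmic p65 intensity ratio measured by imaging; 0% = IL-1B stimulated DMSO wells and 100% = unstimulated DMSO wells; values of inactives mirror those of a sister screen read the other way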
Bcl-B TR3 displacers: displacers of TR3 peptide from Bcl-B, primary screen, selectivity assay for Bfl-1 inhibitor project, biochemical, fluorescence polarization | Bcl-2-like protein 10 (Homo sapiens) | FP displacement of FITC-TR3 peptide from Bcl-B; higher % means a stronger effect | displacement, % at 20 µM; hits with a dose series show IC50 in µM | 96,000 compounds, 0.11% hits | AID 748, 2007;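 active = displacement above 50% at 20 µM plus a fluorescence interference ratio under 1.5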;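 note: plate controls were wells without compound for no effect and wells lacking Bcl-B protein for full effect; a part of the inactive calls stands beside numbers as strong as those of hits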
MRP reversal cytotoxicity: also measured in MRP reversal; calls as there; viability, %; H69AR cells, CellTiter-Glo, 72 h; measured here: cytotoxicity without doxorubicin
MRP reversal with doxorubicin: recorded beside MRP reversal, whose call it bears; viability, %; measured here: viability with 2 uM doxorubicin; active compounds read low
IL1B NFkB inh cell count 2 µM: also measured in IL1B NFkB inh; calls as there; cell count; measured here: cells passing quality filter;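 raw number of nuclei counted in each imaged well without normalization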
NFkB transloc pot cell count 2 µM: also measured in NFkB transloc pot; calls as there; cell count; measured here: cells passing quality filter
Starred values were filed as active, the others as inactive; ? = inconclusive; . = not tested or not shown.

Values run as follows: MRP reversal	MRP reversal cytotoxicity	MRP reversal with doxorubicin	PLAP inhibition	NFkB transloc pot	NFkB transloc pot cell count 2 µM	IL1B NFkB inh	IL1B NFkB inh cell count 2 µM	Bcl-B TR3 displacers
- CCOC(=O)CCc1c(C)c(C#N)c2nc3ccccc3n2c1-n1ccnc1C
    4	67	64	-6%	12	102	-12	102	-1%
- O=C(CSc1cn(CCNC(=O)c2cccs2)c2ccccc12)NC1CCCCC1
    -3	82	85	2%	-8	163	8	163	0%
- Nn1c(SCC(=O)N2CCOCC2)nnc1-c1ccc(Cl)cc1Cl
    1	107	105	18%	30	202	-30	202	-12%
- CN(CC(=O)NC1CCCc2ccccc21)S(=O)(=O)c1ccc2c(c1)c(=O)n(C)c(=O)n2C (configuration not stated)
    0	93	93	4%	13	54	-13	54	11%
- O=C(NCc1ccc(F)cc1)c1cc2c(s1)CCCC2
    .	.	.	46%	12	150	-12	150	-5%
- Cc1ccc(Oc2nc3ccccc3n3c(C)nnc23)c(C)c1
    .	.	.	12%	-1	131	1	131	0%
- CCOC(=O)C1CCCN(C(=O)COc2ccccc2O)C1 (configuration not stated)
    17	106	89	25%	14	45	-14	45	4%
- O=C(O)CCC(=O)Nc1ccc(Br)cn1
    9	100	90	10%	-20	130	20	130	-4%
- Cc1ccc(S(=O)(=O)N/N=C/c2cccn2-c2ccc(Cl)cc2)cc1
    .	.	.	.	-8	108	8	108	8%
- Nc1nnc(CSc2ccc(Cl)cc2)s1
    .	.	.	20%	24	125	-24	125	2%
- COc1cc2c(cc1NC(=O)CCCCCN1C(=O)CCC1=O)oc1ccccc12
    8	72	65	-73%	3	165	-3	165	2%
- CCOC(=O)C1CCN(c2c(NC3CCCc4ccccc43)c(=O)c2=O)CC1 (configuration not stated)
    -2	90	91	-15%	9	63	-9	63	-4%
- COc1cc(OC)c(C2C(C(=O)N3CCOCC3)=C(C)NC3=C2C(=O)CC(C)(C)C3)cc1OC (configuration not stated)
    -8	104	112	-24%	-8	150	8	150	-9%
- O=S(=O)(Nc1nc2ccccc2s1)c1ccc(Cl)s1
    -8	94	102	-3%	-3	100	3	100	-3%
- Cc1cc(C)c(S(=O)(=O)N2C=CC(C(F)(F)F)=NCC2)c(C)c1
    17	109	92	14%	3	172	-3	172	7%
- O=CN(CCN(C=O)CN1CCCCC1)CN1CCCCC1
    9	90	81	11%	.	.	.	.	-6%
- Cc1cc(C(=O)COc2cccc(-n3cnnn3)c2)c(C)n1-c1ccccc1
    -4	80	84	-18%	0	97	0	97	-33%
- CC12CC3CC(C)(C1)CC(CN1CCOCC1)(C3)C2
    3	95	93	-24%	7	159	-7	159	4%
- O=[N+]([O-])c1ccc(Oc2cccc(Br)c2)c2ccncc12
    -17	18	35	28%	-2	52	2	52	7%
- COc1ccc(/C=N/NC(=O)c2ccn[nH]2)cc1COc1ccc(Cl)cc1Cl
    .	.	.	-6%	-6	140	6	140	8%
- CCCOC(=O)CSc1nnc(-c2ccc(Cl)cc2Cl)o1
    6	88	82	14%	-17	126	18	126	-3%
- Cc1ccc(C)c(N=Nc2nc3ccccc3n2C)c1
    .	.	.	24%	-2	132	2	132	11%
- CCCCNC(=O)C(=O)NC(C)CCc1ccccc1 (configuration not stated)
    .	.	.	-3%	13	114	-13	114	6%
- Cc1nn(Cc2ccc(Cl)c(Cl)c2)c(C)c1NC(=O)c1sc2ccccc2c1Cl
    .	.	.	-59%	1	160	-1	160	-10%
- CCOC(=O)c1ccc2c(c1)N(CC)/C(=C\C=C1/SC(=S)N(CC)C1=O)N2CC
    33	42	10	.	?	.	-44	128	.
- O=C(Nc1cccc(Cl)c1)Nc1cccc(Cl)c1
    -4	85	88	.	8	127	-8	127	.
- O=C(O)Cn1cc(C(=O)c2cccs2)c2ccccc21
    -6	84	89	-5%	2	108	-2	108	-4%
- NC(=O)C1CCN(C(=S)c2cccs2)CC1
    1	94	93	19%	-12	97	12	97	-9%
- c1cncc(-c2nc3c(ccc4ccccc43)[nH]2)c1
    .	.	.	1%	4	95	-4	95	-85%
- CCN(CC)CCOC(=O)c1ccc(Cl)cc1
    8	96	88	6%	4	166	-4	166	11%
- O=C(Cn1cnc2c(cnn2-c2ccccc2)c1=O)N1CCCc2ccccc21
    -8	91	99	7%	-5	152	5	152	5%
- CCOC(=O)c1sc2nc(CSCC(=O)OCc3ccc(C(=O)OC)o3)[nH]c(=O)c2c1C
    3	89	85	-23%	39	187	-39	187	-63%
- O=C(/C=C\Nc1cccc(F)c1)c1cccs1
    .	.	.	21%	-9	141	9	141	-7%
- Cc1cc(NC(=O)Cn2nc(C(F)(F)F)c3c2CCC3)no1
    6	89	83	6%	3	109	-3	109	-8%
- COc1ccccc1NC(=O)c1sc(NC(=O)c2ccco2)c(C#N)c1C
    5	89	84	-48%	10	76	-10	76	-25%
- COc1cc(OC)cc(-c2nc(N)n[nH]2)c1
    -12	88	100	3%	11	162	-10	162	-2%
- CCOc1ccc(NC(=O)CN(C)CC(=O)Nc2cccc(Cl)c2C)cc1OCC
    -23	49	72	-45%	1	152	-1	152	5%
- Cc1nc(N2CCN(S(=O)(=O)c3ccc(F)cc3)CC2)c2c(C)c(C)sc2n1
    -2	87	89	9%	.	.	.	.	-8%
- COCc1cc(C)nc(SCC(=O)Nc2ccc3c(c2)OCO3)c1C#N
    18	100	82	21%	20	156	-20	156	2%
- COc1cc2c(cc1OC)-c1cc(NC3CCCC3)nc(=O)n1CC2
    3	71	68	-43%	21	93	-21	93	-8%
- CC(=O)NCC(=O)N(Cc1ccco1)C1(C(=O)NC2CCCCC2)CCCCC1
    24	93	69	-36%	8	91	-8	91	1%
- COc1ccc(CCNS(=O)(=O)c2cn(C)c(=O)n(C)c2=O)cc1OC
    6	97	91	14%	9	47	-9	47	-1%
- CCCCC(=O)Nc1nnc(C)s1
    10	101	92	-9%	16	72	-16	72	-5%
- Cc1ccc(C(=O)O/N=C\c2ccc(N3CCCCC3)c([N+](=O)[O-])c2)cc1
    .	.	.	16%	13	190	-13	190	-4%
- C/C=C/c1ccc(OCCCNCC(C)O)c(OC)c1 (configuration not stated)
    9	92	83	-32%	7	126	-7	126	4%
- O=C(CSc1nc2c(c(=O)n1-c1ccc(Br)cc1)SCC2)NCc1ccco1
    -14	77	91	14%	29	159	-28	159	-10%
- COc1ccc(S(=O)(=O)Nc2ccc(S(=O)(=O)Nc3nc(C)cc(C)n3)cc2)cc1OC
    16	100	84	5%	19	114	-19	114	-10%
- CC1CCCCN1S(=O)(=O)c1ccc(C(=O)Nc2sccc2C(N)=O)cc1 (configuration not stated)
    -24	76	99	-31%	-9	172	9	172	-6%
- O=C(CCN1c2ccccc2Sc2ccccc21)Nc1ccccc1
    -5	71	76	-67%	16	61	-16	61	-37%
- COc1ccc(C2CC(c3cc(OC)ccc3OC)n3nnnc3N2)cc1 (configuration not stated)
    10	81	71	7%	.	.	.	.	-4%

Continued.
Values run as follows: MRP reversal	MRP reversal cytotoxicity	MRP reversal with doxorubicin	PLAP inhibition	NFkB transloc pot	NFkB transloc pot cell count 2 µM	IL1B NFkB inh	IL1B NFkB inh cell count 2 µM	Bcl-B TR3 displacers
- CC(=O)NCC1=C(NC(C)=O)C2CC1C(C)(C)C2C (configuration not stated)
    5	96	91	-6%	7	90	-7	90	-4%
- COc1c(Br)cc(Br)cc1/C=N/n1c(C)nnc1C
    -39	25	65	-54%	-7	91	7	91	6%
- CC(=O)c1cccc(NC(=O)C2CCCN(S(C)(=O)=O)C2)c1 (configuration not stated)
    4	94	90	4%	?	.	-48	142	2%
- N#Cc1ccc(C23CC4CC(CC(C4)C2)C3)[nH]c1=O
    -2	86	88	-8%	5	78	-4	78	-10%
- Cc1c(/C=N\NC(=O)c2csc3ccccc23)cnn1C
    .	.	.	4%	-5	109	5	109	2%
- C=CCN1C(=O)CN=C1NCc1ccccc1
    .	.	.	11%	-9	83	9	83	-2%
- Cc1ccc2[nH]cc(CCNC(=O)Nc3ccccc3)c2c1
    4	94	90	28%	-1	51	1	51	4%
- CC(C)C(NS(=O)(=O)c1cccc2nsnc12)C(=O)N1CCn2c1nc1ccccc12 (configuration not stated)
    11	91	81	-19%	16	186	-16	186	1%
- O=C(NCc1ccco1)c1cc2sccc2n1Cc1ccc(F)cc1
    -4	78	82	2%	9	169	-9	169	-1%
- CC1CCC(=NNC(=O)Cc2ccccc2)CC1 (configuration not stated)
    14	104	90	-3%	-5	177	5	177	0%

Part of the list above in another layout.
> CC(C)C(NS(=O)(=O)c1cccc2nsnc12)C(=O)N1CCn2c1nc1ccccc12 (configuration not stated)
  MRP reversal = 11
  MRP reversal cytotoxicity = 91
  MRP reversal with doxorubicin = 81
  PLAP inhibition = -19%
  NFkB transloc pot = 16
  NFkB transloc pot cell count 2 µM = 186
  IL1B NFkB inh = -16
  IL1B NFkB inh cell count 2 µM = 186
  Bcl-B TR3 displacers = 1%

> O=C(NCc1ccco1)c1cc2sccc2n1Cc1ccc(F)cc1
  MRP reversal = -4
  MRP reversal cytotoxicity = 78
  MRP reversal with doxorubicin = 82
  PLAP inhibition = 2%
  NFkB transloc pot = 9
  NFkB transloc pot cell count 2 µM = 169
  IL1B NFkB inh = -9
  IL1B NFkB inh cell count 2 µM = 169
  Bcl-B TR3 displacers = -1%

Remaining list, next part
Values run as follows: MRP reversal	MRP reversal cytotoxicity	MRP reversal with doxorubicin	PLAP inhibition	NFkB transloc pot	NFkB transloc pot cell count 2 µM	IL1B NFkB inh	IL1B NFkB inh cell count 2 µM	Bcl-B TR3 displacers
- COc1cc(/C=C(/C#N)c2nc3ccccc3[nH]2)ccc1OCc1ccc(C(=O)O)o1
    .	.	.	-38%	0	108	0	108	-21%
- FC(F)(F)c1cccc(-c2nnc(-c3ccccc3)c(N3CCOCC3)n2)c1
    .	.	.	-39%	0	156	0	156	13%
- O=C(Nc1ccc(S(=O)(=O)C(F)F)cc1)c1cccc(S(=O)(=O)N2CCOCC2)c1
    -24	47	70	3%	8	157	-8	157	4%
- COc1ccc(Cn2c(SCc3ccccc3C)nc3cc(OC)c(OC)cc3c2=N)cc1
    .	.	.	-25%	1	130	-1	130	-12%
- CC(C)(C(=O)c1ccccc1)/[N+]([O-])=C/c1ccccc1F
    .	.	.	.	-1	129	1	129	.
- CCOC(=O)N1CCN(c2cc(N)c([N+](=O)[O-])cc2F)CC1
    .	.	.	22%	-4	105	-7	116	-7%
- CC1CCCCN1C(=O)NC12CC3CC(CC(C3)C1)C2 (configuration not stated)
    -9	68	77	5%	-8	108	8	108	-6%
- CCOC(=O)c1sc2ccccc2c1OC(=O)c1ccccc1
    .	.	.	23%	2	165	-2	165	-3%
- Cc1cc(C(=O)CN2C(=O)c3ccccc3S2(=O)=O)c(C)n1CC1CCCO1 (configuration not stated)
    12	90	78	-16%	.	.	.	.	3%
- CS(=O)(=O)N(CC(=O)NC1CCCC1)c1ccc2c(c1)OCCO2
    12	89	77	-8%	0	107	0	107	-10%
- CCCC(=O)Nc1cc(-c2nnc(OC)c3ccccc23)ccc1N1CCCCC1
    .	.	.	-45%	2	130	-2	130	1%
- CC1CCCN(Cc2nc3c(c(=O)n(C)c(=O)n3C)n2CC(=O)c2ccccc2)C1 (configuration not stated)
    3	89	86	-43%	.	.	.	.	-7%
- CCOc1cc(C2C(C(=O)OC(C)C)=C(C)N=C3SCCC(=O)N32)ccc1OC(C)=O (configuration not stated)
    2	85	83	-44%	-9	146	9	146	2%
- C=CCn1c(SCc2ccc(C#N)cc2)nnc1-c1cccc(Cl)c1
    9	89	80	16%	17	183	-17	183	-6%
- CCCc1cc(C(=O)Nc2cc(C)on2)no1
    .	.	.	7%	-1	168	1	168	-7%
- CCNC(=S)Nc1ccc(N(c2ccccc2)C(C)C)cc1
    .	.	.	0%	5	152	-5	152	-2%
- CC1=Nn2c(nnc2-c2ccccn2)SC1
    -1	97	98	4%	-6	111	6	111	0%
- C=CCn1c(=O)c2c(nc3n2CCS3)n(C)c1=O
    17	91	74	-8%	0	195	0	195	-16%

These rows are one share of the data, so the mix of outcomes need not match the whole.
